CHT PAM = human CHT allosteric activation; Q9GZV3; CHT-expressing cells, membrane potential dye, choline EC20; active compounds read high; LV-AA mutant CHT in HEK293 cells; B-score at 10 µM; 310,000 compounds, 0.49% hits; AID 488977;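 active = initial fluorescence not abnormally high and integrated response B-score, plate-corrected, over 3 SD above library mean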
Target sequence (Q9GZV3 whole entry, looked up): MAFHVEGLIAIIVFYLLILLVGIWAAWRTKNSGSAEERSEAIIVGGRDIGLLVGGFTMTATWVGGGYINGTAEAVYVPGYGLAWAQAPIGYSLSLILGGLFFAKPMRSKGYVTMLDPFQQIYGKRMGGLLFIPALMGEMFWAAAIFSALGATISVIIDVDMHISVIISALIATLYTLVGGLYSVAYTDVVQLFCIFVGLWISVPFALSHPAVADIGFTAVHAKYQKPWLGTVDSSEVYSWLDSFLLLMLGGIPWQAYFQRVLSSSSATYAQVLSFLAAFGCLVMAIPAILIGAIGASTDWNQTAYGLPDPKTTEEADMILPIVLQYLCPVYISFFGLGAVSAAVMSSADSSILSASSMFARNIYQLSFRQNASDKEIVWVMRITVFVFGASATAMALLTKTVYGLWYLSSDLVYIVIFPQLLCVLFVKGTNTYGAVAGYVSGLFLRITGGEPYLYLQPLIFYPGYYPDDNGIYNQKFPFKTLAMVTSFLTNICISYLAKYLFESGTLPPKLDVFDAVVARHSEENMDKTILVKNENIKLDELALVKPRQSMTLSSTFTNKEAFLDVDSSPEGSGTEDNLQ
CHT inh = human CHT choline transport inhibition; 310,000 compounds, 0.86% hits; AID 488975; Q9GZV3; B-score at 10 µM; CHT-expressing cells, membrane potential dye, choline response; active compounds read low;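 active = B-score over 3 SD under the library average, and starting fluorescence ratio not unusually high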;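 also: choline stimulus applied at its EC90 after an EC20 pre-addition; B-score computed on integrated fluorescence ratio after choline addition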
STK33 kinase inh = human STK33 kinase inhibition; 320,000 compounds, 0.073% hits; inhibition, % at 10 µM; Q9BYT3; purified STK33, MBP phosphorylation, ADP-Glo luminescence;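 active = inhibition at or above 25%, using the most active replicate where run in duplicate; inactive = inhibition below 25%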
* = called active by the depositor; i = inactive; . = not tested or not shown.

molecule,STK33 kinase inh,CHT inh,CHT PAM
Nc1nonc1-n1nnc(C(=O)N/N=C/c2ccc(F)cc2)c1-c1cccs1,-1.2,i,i
CCOC(=O)Cn1cc(/C=C(\C#N)C(=O)N2CCOCC2)c2ccccc21,-2.9,i,i
O=C(Nc1ccc(S(=O)(=O)N2CCc3ccccc32)cc1)C(F)(F)F,-0.7,i,i
O=S(=O)(Cc1ccccc1)Nc1ccc(Br)cn1,2.5,i,i
O=C(CC1C(=O)NCCN1Cc1cccc(F)c1)NC1CCCCCC1 (stereo not given),-2.6,i,i
CCN(CCCNC(=O)CCCN1C(=O)COc2ccc(C)cc21)c1cccc(C)c1,-0.3,i,i
OCCN(CCO)c1nc(-c2ccccc2)nc2c1oc1ccccc12,-2.1,i,i
CCC(C(=O)NC1CC1)n1nc(C)c2c(C)n(-c3ccccc3)nc2c1=O (stereo not given),2.9,i,i
COc1ccccc1OCC(=O)Nc1ccc(N2CCCCC2)cc1,0.1,i,i
Cn1c(C(=O)N2CCCC(C(=O)NCc3cccs3)C2)cc2sccc21 (stereo not given),0.4,i,i
COc1ccccc1N1CCN(C(=O)c2ccc3[nH]c(C)c(C)c3c2)CC1,0.7,i,i
CN(C)/C(=N\S(=O)(=O)c1ccccc1)c1ccc(Cl)cc1,-0.5,i,i
C=CCN(CC=C)C(=O)c1cccc(S(=O)(=O)N2c3ccccc3CC2C)c1 (stereo not given),-0.9,i,i
Cc1cc(C)c(C(=O)NNC(=O)c2cccnc2)c(C)c1,-0.7,i,i
O=C(NCCc1ccccc1)NC1CCCCC1,-0.7,i,i
Cc1cc(C)cc(NC(=O)CSc2nc(N)c(NC(=O)c3cccs3)c(=O)[nH]2)c1,-2.9,i,i
Nc1nonc1-c1nc2ccccc2n1CC(=O)N/N=C/c1ccc(-c2ccccc2C(=O)O)o1,-0.2,i,i
CCN(CC)C(=O)COc1cc(C)cc2oc(=O)cc(-c3ccccc3)c12,0.0,i,i
O=C(CN(Cc1ccccc1)S(=O)(=O)c1ccc(S(=O)(=O)N2CCOCC2)cc1)Nc1ccccc1,-2.2,i,i
OC1NC(=S)N(c2ccccc2)C1O (stereo not given),-0.6,i,i
Cc1ccc(-n2c(SCC(=O)NCC3CCCO3)nnc2-c2ccoc2C)cc1 (stereo not given),-1.2,i,i
O=C(c1ccccc1Cl)N1CCNCC1,-1.0,i,i
C#C[C@]1(O)CC[C@H]2[C@@H]3CCC4=CC(=O)CC[C@@H]4[C@H]3CC[C@@]21C,-0.9,i,i
CCCn1cc(S(=O)(=O)c2ccc(OC)cc2)c(=O)c2cc(OCC)ccc21,-0.8,i,i
Cc1ccc(S(=O)(=O)N(C)CC(=O)Nc2cc(C)ccn2)cc1,-0.8,i,i
CN1CCN(c2ccc(NC(=S)NC(=O)c3cccc4ccccc34)cc2)CC1,-0.7,i,i
CCOC(=O)c1c(C)[nH]c(C)c1C(=O)COC(=O)c1nc2nccc(C)n2n1,.,i,i
O=C(CCn1cccc1)Nc1nccs1,-0.2,i,i
COC(=O)CSc1cccc2c1C(=O)CC2c1ccccc1 (stereo not given),-2.4,i,i
COc1ccc(CNC(=O)[C@H](C)NC(=O)C2CCN(S(=O)(=O)c3ccccc3)CC2)cc1,-1.5,i,i
O=C(N/N=C/c1c(Nc2cccc(C(F)(F)F)c2)nc2ccccn2c1=O)c1ccccc1[N+](=O)[O-],0.0,i,i
Cc1ccc(-c2nc(SCC(=O)NCC3CCCO3)c(-c3ccc(Cl)cc3)[nH]2)cc1 (stereo not given),-1.5,i,i
COc1ccc(C(=O)CSc2nnc(C3CCCCC3)n2N)c(OC)c1,-1.5,i,i
O=C(CN1CCN(S(=O)(=O)c2ccc(F)cc2)CC1)Nc1ccc(Cl)c(C(F)(F)F)c1,0.3,i,i
COC(=O)[C@H](CCSC)NC(=O)N1CCN(Cc2ccccc2)CC1,-1.5,i,i
CNC(=O)C(=O)Nc1ccc2c(c1)N(S(=O)(=O)c1cccs1)CCC2,0.9,i,i
COc1ccc(CCNC(=O)c2ccc3c(c2)N(Cc2ccc(F)cc2)CCS3)c(OC)c1,0.8,i,i
CCc1ccc(N(C(=O)Cc2cccs2)C(C(=O)NC2CCCCC2)c2cn(C)nc2C)cc1 (stereo not given),-1.4,i,i
CCOC(=O)CCC(=O)O[C@H]1[C@H](O[C@@H]2[C@@H](C)[C@H](O[C@H]3C[C@@](C)(OC)[C@@H](O)[C@H](C)O3)[C@@H](C)C(=O)O[C@H](CC)[C@@](C)(O)[C@H](O)[C@@H](C)C(=O)[C@H](C)C[C@@]2(C)O)O[C@H](C)C[C@@H]1N(C)C,-1.0,i,i
S=C(NCc1ccc(Cl)cc1Cl)Nc1ccccc1,-0.4,i,i
CSCCC(NC(=O)c1ccccc1Cl)C(=O)NCCOc1ccccc1 (stereo not given),0.4,i,i
CN(c1ccccc1)S(=O)(=O)c1cccc(NC(=O)c2cc(=O)c3ccccc3o2)c1,0.1,i,i
CCC(=O)N1c2ccc(S(=O)(=O)N3CCN(c4cc(C)ccc4C)CC3)cc2CC1C (stereo not given),-0.6,i,i
COC(=O)c1sccc1NC(=O)c1c(Cl)cccc1Cl,-1.7,i,i
CCOC(=O)Nc1cccnc1Sc1ccc(Cl)cc1,-0.6,i,i
Fc1ccc2c(c1)C(c1ccncc1)=NNC(c1cccnc1)=N2,-1.0,i,i
COc1ccc(S(=O)(=O)Nc2ccc3c(c2)n(C)c(=O)n3C)cc1F,-0.8,i,i
CC1CCN(CCc2nc3cc(NC(=O)C(C)C)ccc3n2C)CC1,-0.4,i,i
CC(C)[C@H](NC(=O)[C@@H]1CSC2c3ccccc3C(=O)N21)C(=O)NCC1CCCO1 (stereo not given in full),-4.8,i,i
Cc1csc(=O)n1CC(=O)OCc1nnc(-c2ccccc2)o1,-1.2,i,i

Carrying on:
molecule,STK33 kinase inh,CHT inh,CHT PAM
Cc1ccccc1NC(=O)Cc1c(O)c2ccccc2[nH]c1=O,-1.0,i,i
Cc1cc2cc(CN(Cc3ccco3)C(=O)C3CCCCC3)c(=O)[nH]c2cc1C,-0.3,i,i
COCCn1c(SCC(=O)/C=C2\N(C)c3ccccc3C2(C)C)nnc1-c1ccncc1,1.2,i,i
COc1ccc(Oc2cccc(Cl)c2CNC(=O)CSCC(=O)O)cc1,0.2,i,i
C/C(Cn1ncc(N2CCOCC2)c(Cl)c1=O)=N\O,-4.6,i,i
CC(C)(C)c1ccc(C(=O)NCC(=O)N2CCCC2)cc1,-0.7,i,i
Cc1ccc(NCc2ccccc2OCc2ccccc2F)cc1,-1.3,i,i
C[C@@H](C(O)c1ccccc1)N(C)C(=O)CCc1ccccc1 (stereo not given in full),-0.5,i,i
COc1ccc(NC(=O)COC(=O)c2cc([N+](=O)[O-])ccc2N2CCOCC2)cc1,-0.6,i,i
CCc1ccc(C(C)NC(=O)/C(C#N)=C\c2cn[nH]c2-c2ccccc2)cc1 (stereo not given),-1.2,i,i
O=C(Cn1cnc2ccccc2c1=O)Nc1nc2ccccc2s1,-0.5,i,i
COC(=O)CC1Oc2ccccc2N(Cc2ccc(C)cc2)C1=O (stereo not given),-0.7,i,i
COc1ccc(-n2nc(C(=O)NCC(=O)N(C)Cc3ccccc3)c3ccccc3c2=O)c(OC)c1,-3.0,i,i
COc1ccc(C(=O)N2CCc3[nH]nc(-c4ccccc4)c3C2)cc1,2.9,i,i
Cc1nnsc1C(=O)NC1CCCc2c1cnn2-c1cc(F)cc(F)c1 (stereo not given),0.7,i,i
Cc1ccc(S(=O)(=O)N(c2cccc(C(F)(F)F)c2)C2C=CS(=O)(=O)C2)cc1 (stereo not given),-0.9,i,i
CC1CCCN(c2nc3nonc3nc2N2CCCC(C)C2)C1 (stereo not given),-3.1,i,i
O=c1[nH]c(=O)n(C(c2ccccc2)c2ccccc2)cc1Br,0.6,i,i
O=c1[nH]c2ccccc2c2nc(-c3cccc(S(=O)(=O)N4CCCC4)c3)nn12,-1.4,i,i
CCC(C)NS(=O)(=O)c1ccc(OCC(=O)NCc2ccco2)cc1 (stereo not given),-0.6,i,i

7 entries from above, with two lines to a compound.
The line under a structure holds: STK33 kinase inh	CHT inh	CHT PAM
- Cc1nnsc1C(=O)NC1CCCc2c1cnn2-c1cc(F)cc(F)c1 (stereo not given)
  0.7	i	i
- COc1ccc(C(=O)N2CCc3[nH]nc(-c4ccccc4)c3C2)cc1
  2.9	i	i
- COC(=O)CC1Oc2ccccc2N(Cc2ccc(C)cc2)C1=O (stereo not given)
  -0.7	i	i
- COc1ccc(-n2nc(C(=O)NCC(=O)N(C)Cc3ccccc3)c3ccccc3c2=O)c(OC)c1
  -3.0	i	i
- CCC(C)NS(=O)(=O)c1ccc(OCC(=O)NCc2ccco2)cc1 (stereo not given)
  -0.6	i	i
- Cc1ccc(S(=O)(=O)N(c2cccc(C(F)(F)F)c2)C2C=CS(=O)(=O)C2)cc1 (stereo not given)
  -0.9	i	i
- CC1CCCN(c2nc3nonc3nc2N2CCCC(C)C2)C1 (stereo not given)
  -3.1	i	i

Continued.
molecule,STK33 kinase inh,CHT inh,CHT PAM
C/C(=N\OC(=O)c1ccc(F)cc1)c1ccc(F)c(F)c1,0.4,i,i
Cc1nc(N2CCN(C(=O)c3ccco3)CC2)c2c3c(sc2n1)CCCC3,-0.3,i,i
Cc1ccccc1CSc1nnnn1-c1ccc(C(N)=O)cc1,0.5,i,i
CCOc1ccc(C(CC(=O)O)n2cnnn2)cc1OC (stereo not given),-0.3,i,i
O=C(NC(=S)Nc1ccccn1)c1ccc(-c2ccccc2)cc1,-0.5,i,i
CCOc1ccc(CN2CCN(Cc3ccsc3)C(CCO)C2)cc1CO (stereo not given),-0.1,i,i
Cc1cc(N2C(=O)C(O)=C(C(=O)c3cc4ccccc4o3)C2c2cccc(Br)c2)no1 (stereo not given),-0.9,i,i
O=C1NC(=O)N(Cc2ccccc2)C1=O,1.5,i,i
COc1ccc(NC(=S)NNC(=S)Nc2cccc(C(F)(F)F)c2)cc1,-2.3,i,i
COCCOC(=O)c1c(C)n(C)c2ccc(OC(=O)c3ccco3)cc12,-0.4,i,i
O=C(NCCCn1ccnc1)C(=O)NCC(c1cccnc1)N1CCN(c2ccccc2)CC1 (stereo not given),2.0,i,i
NCCc1ccn[nH]1,-0.9,i,i
O=C(NCCCN1CCOCC1)C(=O)NCc1ccccc1Cl,-0.5,i,i
CCOC(=O)c1sc2cc([N+](=O)[O-])cc(SCC(=O)OC)c2c1N,0.5,i,i
COc1ccccc1C1(CCN=Cc2ccc(N(C)C)cc2)CCOC(C)(C)C1 (stereo not given),-0.5,i,i
CCOc1ccccc1NC(=O)CCCNC(=O)Cn1cnc2sc(C)c(C)c2c1=O,-1.1,i,i
COc1cc(CNCCc2ccc(S(N)(=O)=O)cc2)ccc1OCC(=O)NC1CCCCC1,-0.1,i,i
CCc1ccc(-n2c(O)cnc2Nc2nc(C)cc(C)n2)cc1,-0.2,i,i
Cc1cc2cc3c(cc2nc1SCC(=O)Nc1c(C)cccc1C)CCC3,-1.9,i,i
COc1ccccc1CNC(=O)CCC(=O)N1CCOc2ccc(Cl)cc21,0.6,i,i

Four compounds from above, ordered by the value under STK33 kinase inh, descending:
SMILES,STK33 kinase inh
O=S(=O)(Cc1ccccc1)Nc1ccc(Br)cn1,2.5
COc1ccc(Oc2cccc(Cl)c2CNC(=O)CSCC(=O)O)cc1,0.2
COc1ccc(S(=O)(=O)Nc2ccc3c(c2)n(C)c(=O)n3C)cc1F,-0.8
C=CCN(CC=C)C(=O)c1cccc(S(=O)(=O)N2c3ccccc3CC2C)c1 (stereo not given),-0.9

Next structures.
molecule,STK33 kinase inh,CHT inh,CHT PAM
CS(=O)(=O)N(CC(=O)Nc1ccccc1)Cc1ccc(Cl)cc1,.,i,i
CCOC(=O)N1CCN(C(=O)Cc2ccsc2)CC1,-0.4,i,i
Cc1ccc(N2C(=O)c3ccc(C(=O)N4CCN(c5ccc(C)c(C)c5)CC4)cc3C2=O)cc1,-1.4,i,i
CC(C)Oc1ccc(CNS(=O)(=O)c2csc(C(N)=O)c2)cc1,-0.1,i,i
COCCCn1c(SCC(=O)N2CC(=O)Nc3ccccc32)nnc1-c1ccoc1C,0.7,i,i
O=C(CNC(=S)N(Cc1ccccc1Cl)C1CCCC1)NCCN1CCOCC1,0.2,i,i
COc1cc(NC(=O)c2ccccc2)c(OC)cc1NC(=O)CN1CCOCC1,-2.1,i,i
C#CCOCCOCCOCCNc1nc(N2CCN(C(=O)CCCCCCCCCCNC(=O)[C@@H](CCSC)n3cc(CCO)nn3)CC2)nc(N2CCN(C(=O)CCCCCCCCCCNC(=O)[C@H]([C@@H](C)CC)n3cc(CCCCCN)nn3)CC2)n1,14.9,i,i
Cc1cc(=O)n2nc(N3CCC(C(=O)NC4CCCc5ccccc54)CC3)sc2n1 (stereo not given),-1.5,i,i
O=c1c2c3c(sc2nc2n1CCCC2)CCCCC3,1.0,i,i
C[C@H](NC(=O)c1nc[nH]c1C(=O)N1CCc2ccccc2C1)C(=O)OC(C)(C)C,-1.5,i,i
Cc1cccc(N2C(=O)C(O)=C(C(=O)c3cccs3)C2c2ccc(F)cc2)n1 (stereo not given),.,i,i

Bioassay records from PubChem BioAssay.
